Source: PubChem BioAssay
GBA enhancer – increases beta-glucosidase activity in Gaucher fibroblasts; L444P Gaucher fibroblasts, 4-MU-glucoside fluorescence, 3 days; activation, % at 10 µM; 0.44% of 30,000 active; P04062; in the data active = activation above about 65%;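 note: 0% = vehicle wells and 100% = positive control wells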
Target sequence (P04062 whole entry L483P): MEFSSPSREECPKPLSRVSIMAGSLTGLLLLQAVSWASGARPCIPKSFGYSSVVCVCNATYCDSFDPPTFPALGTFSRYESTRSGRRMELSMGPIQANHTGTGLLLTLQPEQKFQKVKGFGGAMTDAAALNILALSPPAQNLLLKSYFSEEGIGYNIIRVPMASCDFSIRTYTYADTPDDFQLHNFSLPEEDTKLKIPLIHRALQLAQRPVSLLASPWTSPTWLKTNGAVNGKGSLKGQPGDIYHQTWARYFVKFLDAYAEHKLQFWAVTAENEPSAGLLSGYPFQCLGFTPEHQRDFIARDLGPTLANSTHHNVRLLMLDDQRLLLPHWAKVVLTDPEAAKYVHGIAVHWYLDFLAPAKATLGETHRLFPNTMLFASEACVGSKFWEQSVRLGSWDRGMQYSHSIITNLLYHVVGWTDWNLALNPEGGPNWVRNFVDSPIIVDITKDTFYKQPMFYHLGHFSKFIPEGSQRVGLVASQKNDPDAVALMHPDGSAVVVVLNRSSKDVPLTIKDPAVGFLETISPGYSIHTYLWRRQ
Active calls of the source: *.

SMILES	GBA enhancer
CCN1CCN(C(=O)c2ccccc2N(Cc2ccccc2)S(C)(=O)=O)CC1	-1
CC(C)C(NC(=O)C1CCCCC1)C(=O)N1CCN(c2ccc(F)cc2)CC1 (stereo unspecified)	-33
CCCC(C)NC(=O)c1ccc(F)cc1 (stereo unspecified)	-13
Cc1ccc(-n2c(SCC(=O)OC(C)C)nnc2-c2ccncc2)cc1	6
Cc1ccc(C2(C)NC(=O)N(CC(=O)Nc3ccc4c(c3)OCO4)C2=O)cc1 (stereo unspecified)	-3
Cc1cc(C)n(CCc2nc3c4ccccc4nc(SCc4ccc(C#N)cc4)n3n2)n1	-38
Cn1c(C(=O)N2CCCc3ccccc32)cc2c(=O)n3ccccc3nc21	17
COC(=O)Nc1sc2c(c1C(N)=O)CCCCCC2	-1
COc1ccccc1NC(=O)Cn1nc(C(F)(F)F)c2c1CCCC2	-42
CCC1(NC(C)=O)CC2CC1CC2NC(C)=O (stereo unspecified)	-10
c1ccc2nc(-c3nc4ccccc4o3)ccc2c1	-52
COCCNC(=O)C(c1cccs1)N(C(=O)Cn1nnc2ccccc21)c1ccccc1 (stereo unspecified)	2
Cn1c(=O)[nH]c(=O)c2c1nc(N1CCOCC1)n2CCN1CCOCC1	-18
Cc1nn(Cc2ccc(Br)cc2)c(C)c1NC(=O)c1nn(C)cc1Cl	-14
CC1=CC(C)=Nc2ccc(C)cc2N1	-31
O=C(C1CCCN(S(=O)(=O)c2ccc(F)cc2)C1)N1CCCC1 (stereo unspecified)	-15
CCN(CC)S(=O)(=O)c1ccc(NC(=O)C2COc3ccccc3O2)cc1 (stereo unspecified)	2
Cc1ccccc1-c1nnn(CC(=O)c2ccc(S(=O)(=O)N3CCCC3)cc2)n1	-1
CCC(=O)Nc1ccc(C(=O)Nc2ccc3c(c2)C(=O)N(CC2CCCO2)C3=O)cc1 (stereo unspecified)	-4
O=C(Cn1nnc(-c2ccc(S(=O)(=O)N3CCCC3)cc2)n1)NCC1CCCO1 (stereo unspecified)	-23
Cc1c(C(=O)NCc2cccs2)oc2ccccc12	-39
CCOc1ccccc1COC(=O)c1cccc(-n2cnnn2)c1	-2
CCSc1nnc(NC(=O)c2cc(C)oc2C)s1	-4
COC(=O)c1ccccc1NC(=O)C1CC(c2ccc(F)cc2)=NO1 (stereo unspecified)	0
CCCC(=O)Nc1ncnc2c1ncn2[C@@H]1O[C@@H]2COP(=O)(O)O[C@H]2[C@H]1OC(=O)CCC	-5
CC(C)OC(=O)CCc1nc2ccccc2[nH]c1=O	3
CC(=O)Nc1nc2c(ncn2COCCOC(C)=O)c(=O)[nH]1	-8
Cc1ccc2c(c1)N(CCC(=O)NCc1ccccn1)C(=O)CO2	50
N#Cc1c2c(c(NCCCN3CCOCC3)n3c1nc1ccccc13)CCC2	5
CCCCOc1ccccc1Cn1c(=O)oc2ccc(C)cc21	-10
COc1ccccc1S(=O)(=O)Cc1ccc(C(=O)NC2CCCCC2)o1	-1
CCC(C)NC(=O)C1CCN(S(=O)(=O)c2cccnc2)CC1 (stereo unspecified)	-34
Cc1ccc(C)c(N2CCN(C(=O)CCNC(=O)Cn3ccc4ccccc4c3=O)CC2)c1	-42
NC(=O)c1nsc(C(=O)N(CCc2ccccc2)C(C(=O)NC2CCCC2)c2ccco2)c1N (stereo unspecified)	4
Cc1ccc(Cn2ccc(NC(=O)c3noc4c3CCCC4)n2)cc1	-12
CCc1nnc(SCc2ccc(C(=O)OC)o2)n1N	1
Cc1ccc(C(C)NC(=O)c2ccco2)cc1C (stereo unspecified)	-11
COCCCn1c(C2CCCCC2)nc2oc3cc(OC)ccc3c(=O)c2c1=O	7
O=C1OCCC1Sc1ncnc2sccc12 (stereo unspecified)	-3
Cc1ccc(-c2cc(C(=O)NCc3ccccn3)no2)cc1	-46
CC1=C(C(=O)Nc2ccccc2)C(c2ccc(N(C)C)cc2)NC(=O)N1 (stereo unspecified)	-59
CCN(CC)S(=O)(=O)c1ccc2oc(SCC3CN=C(c4ccc(OC)cc4)S3)nc2c1 (stereo unspecified)	8
COc1ccc(C(=O)COC(=O)c2ccco2)cc1	-18
O=C(NC1(C(F)(F)F)N=C2SCCN2C1=O)C1CCCCC1 (stereo unspecified)	-14
O=C(O)CCC(=O)N1CCN(c2ccccn2)CC1	-9
CC(C)c1nnc(NC(=O)CCC(=O)NCc2ccc3c(c2)OCO3)s1	-25
O=C(NC1=NCCS1)c1cccs1	-11
CC(=O)C1=C(O)CCC1=N	-28

Rewritten bar-delimited: 2 of the compounds above
canonical_smiles | GBA enhancer
O=C(C1CCCN(S(=O)(=O)c2ccc(F)cc2)C1)N1CCCC1 (stereo unspecified) | -15
CCC(=O)Nc1ccc(C(=O)Nc2ccc3c(c2)C(=O)N(CC2CCCO2)C3=O)cc1 (stereo unspecified) | -4

The list goes on.
SMILES	GBA enhancer
Cc1ccc(S(=O)(=O)N(CCO)c2cc3c(s2)CCCC3)cc1	-25
O=C(CN1CCC(NC(=O)c2ccccc2)CC1)NCc1ccccc1F	-52
CCCNC(=O)Cc1ccsc1	4
C=CCn1c(SCc2cc(C(=O)OC)c(C)o2)nnc1-c1ccncc1	32
CCOc1cc(C(=O)Nc2ccc(S(=O)(=O)Nc3cc(C)on3)cc2)cc(OCC)c1OCC	-8
CCn1c(=O)cc(OCC(=O)NCCCN2CCN(c3cccc(Cl)c3)CC2)c2ccccc21	-66
COC(=O)C1(C(F)(F)F)N=C(N(C)C)OC(N(C)C)=N1	26
CCCS(=O)(=O)N1CCCC(C(=O)NCCCN2CCN(c3ccccc3F)CC2)C1 (stereo unspecified)	-21
CCOC(=O)c1ccc(NC(=O)c2cc(S(=O)(=O)N3CCOCC3)ccc2O)cc1	0
C=C1CC(C)OC(c2ccccc2OCC(O)CN2CCCCC2)C1 (stereo unspecified)	2
CC1Cc2ccccc2N1CC(=O)NC(=O)NCc1ccco1 (stereo unspecified)	-17
Cc1c2c(n3c(nc4ccccc43)c1C#N)N(Cc1cccnc1)CC2	-16

A draw from above in order of formula weight, falling:
SMILES	GBA enhancer
CCN(CC)S(=O)(=O)c1ccc2oc(SCC3CN=C(c4ccc(OC)cc4)S3)nc2c1 (stereo unspecified)	8
CCn1c(=O)cc(OCC(=O)NCCCN2CCN(c3cccc(Cl)c3)CC2)c2ccccc21	-66
CCCS(=O)(=O)N1CCCC(C(=O)NCCCN2CCN(c3ccccc3F)CC2)C1 (stereo unspecified)	-21
CCOC(=O)c1ccc(NC(=O)c2cc(S(=O)(=O)N3CCOCC3)ccc2O)cc1	0
COCCCn1c(C2CCCCC2)nc2oc3cc(OC)ccc3c(=O)c2c1=O	7
CC(C)c1nnc(NC(=O)CCC(=O)NCc2ccc3c(c2)OCO3)s1	-25
C=CCn1c(SCc2cc(C(=O)OC)c(C)o2)nnc1-c1ccncc1	32
O=C(CN1CCC(NC(=O)c2ccccc2)CC1)NCc1ccccc1F	-52
Cc1ccc(S(=O)(=O)N(CCO)c2cc3c(s2)CCCC3)cc1	-25
CC1=C(C(=O)Nc2ccccc2)C(c2ccc(N(C)C)cc2)NC(=O)N1 (stereo unspecified)	-59
C=C1CC(C)OC(c2ccccc2OCC(O)CN2CCCCC2)C1 (stereo unspecified)	2
Cc1c2c(n3c(nc4ccccc43)c1C#N)N(Cc1cccnc1)CC2	-16
Cc1ccc(Cn2ccc(NC(=O)c3noc4c3CCCC4)n2)cc1	-12
O=C(NC1(C(F)(F)F)N=C2SCCN2C1=O)C1CCCCC1 (stereo unspecified)	-14
CC1Cc2ccccc2N1CC(=O)NC(=O)NCc1ccco1 (stereo unspecified)	-17
COC(=O)C1(C(F)(F)F)N=C(N(C)C)OC(N(C)C)=N1	26
Cc1ccc(-c2cc(C(=O)NCc3ccccn3)no2)cc1	-46
CCc1nnc(SCc2ccc(C(=O)OC)o2)n1N	1
O=C(O)CCC(=O)N1CCN(c2ccccn2)CC1	-9
COc1ccc(C(=O)COC(=O)c2ccco2)cc1	-18
O=C1OCCC1Sc1ncnc2sccc12 (stereo unspecified)	-3
Cc1ccc(C(C)NC(=O)c2ccco2)cc1C (stereo unspecified)	-11
O=C(NC1=NCCS1)c1cccs1	-11
CCCNC(=O)Cc1ccsc1	4

Additional structures:
SMILES	GBA enhancer
CCOc1ccc(OCCCCN(C)C)cc1	-9
COC(=O)c1cc(C(=O)OC)cc(N2C(=O)CC(N3CCN(c4ccccc4)CC3)C2=O)c1 (stereo unspecified)	-2
Cc1[nH]c2ccccc2c1/C=N/n1cnnc1	-15
O=C(NCc1ccc2c(c1)OCO2)C1CCN(S(=O)(=O)c2cccc3nsnc23)CC1	32
O=S(=O)(c1ccc(C2=CSC3=NCCN23)cc1)N1CCOCC1	-15
Cc1ccc(OCCSc2cc(C)nc(N)n2)cc1	-18
O=C(COC(=O)C1CCN(S(=O)(=O)c2cccs2)CC1)c1ccc2c(c1)OCCO2	-13
COc1ccccc1N1CCN(C(=O)CSc2nnc(-c3ccoc3C)o2)CC1	8
CC1CCN(c2ccc(C(=O)O)cc2)CC1	4
Cc1cc(N2CCN(c3cccc(C(F)(F)F)c3)CC2)n2ncnc2n1	-4
CCN(C(=O)c1cn(C)c(=O)c2cc(OC)c(OC)cc12)c1cc(C)ccc1C	-32
COC(=O)Nc1sc2c(c1C(=O)NCc1ccco1)CCC2	0
CC1Cc2cc(-c3csc(NC(=O)Cc4cccs4)n3)ccc2N1S(C)(=O)=O (stereo unspecified)	23
COCCCn1c(SCC(=O)n2c(C)c(C)c3ccccc32)nnc1-c1ccoc1C	-4
CC(CC(=O)O)CC(=O)Nc1ccccc1C(=O)O (stereo unspecified)	-14
N#Cc1nc(-c2cccs2)oc1N1CCN(Cc2ccccc2)CC1	4
O=C1c2ccccc2-c2nc3ncnn3c(-c3ccccc3)c21	-2
COC(=O)c1ccc(N/C(C)=C/C(=O)c2ccc(C)o2)cc1	1
Cc1ccc(S(=O)(=O)NC(C)C(=O)Nc2ccc(C(N)=O)cc2)cc1 (stereo unspecified)	5
CCOC(=O)CSc1nnc(CNc2cccc(Cl)c2)n1-c1ccccc1	-26
CS(=O)(=O)Nc1ccc(-c2n[nH]c(=S)n2-c2ccccc2)cc1	11
CC(C)N(CCNC(=O)C1CCN(S(=O)(=O)N2CCOCC2)CC1)Cc1ccccc1	-5
COCCNC(=O)CN(C(=O)Cn1nnc2ccccc21)c1ccc(F)c(Cl)c1	14
Cc1ccc(C(=O)O)cc1S(=O)(=O)N1CCOCC1	17
OC(COc1ccc2cc(Br)ccc2c1)CN1CCN(c2ccccn2)CC1 (stereo unspecified)	-10
Cc1c(C)[n+](=O)c(-c2ccc(F)cc2)c(C)n1[O-]	-6
Cc1cc(C)cc(OCC(=O)N2CCCCCC2)c1	-9
COc1ccc(-c2cc(C(=O)NCC(C)C)no2)cc1	-39
CCOc1ccccc1C(=O)Nc1ccccc1O	4
Cc1ccc(C)c(S(=O)(=O)N2CCC(c3nc4c(nnn4Cc4ccc(F)cc4)c(=O)[nH]3)CC2)c1	-15
COc1ccc(-c2ccc(=O)[nH]n2)cc1	19
C[N+]1(CCOS(=O)C23CC4CC(CC(C4)C2)C3)CCOCC1 (stereo unspecified)	-14
Cc1cccc(-c2nc(C#N)c(N3CCCCCC3)o2)c1	17
CC(=O)Nc1ccc(NS(=O)(=O)c2cn(C)c(=O)n(C)c2=O)cc1	13
CC(C)(C)C1CCc2onc(C(=O)Nc3cnn(Cc4ccc(F)cc4)c3)c2C1 (stereo unspecified)	-5
Cc1cc(C)n2c(SCc3ccc(C#N)cc3)nnc2n1	-12
COc1ccc(C2C(CC(=O)O)=C(O)C(=O)N2c2ccccc2)cc1 (stereo unspecified)	0
O=C(CN(C(=O)CCC(=O)Nc1nccs1)c1ccc(F)cc1)NCC1CCCO1 (stereo unspecified)	-3
O=C(Nc1ccccn1)c1cccc(S(=O)(=O)N2CCOCC2)c1	-18
CCCCC(CC)C(=O)Nc1ccc(Cl)cn1 (stereo unspecified)	-3
Cc1cc2c(cc1C)/C(=C\C(N)=O)NC(C)(C)C2	3
Cn1cnc2cc(NS(=O)(=O)c3ccc(Br)cc3)ccc21	-17
CCCCN(CC)C(=O)C1CCC(=O)N(c2ccc(OC)cc2)C1c1ccc(OC)c(OC)c1 (stereo unspecified)	-39
COc1cc2c(cc1OC)/C(=C/C#N)NC(C)(C)C2	-8
N#Cc1cccc(NC(=O)Nc2cccs2)c1	-43
Cc1ccc(NC(=O)Cn2cccc2)cc1Cl	19
Cc1cc(N2CCN(C(=O)c3ccco3)CC2)n2ncc(-c3ccccc3)c2n1	16
Cc1cccc(N(C(=O)c2cnc3n(c2=O)CCS3)C2CCCCC2)c1	-4
CCCOc1ccc(C2C(C#N)=C(N)Oc3nc[nH]c(=O)c32)cc1OC (stereo unspecified)	-8
CCOC(=O)c1ccc(NC(=O)NC2CCN(CC(=O)NCc3ccc4c(c3)OCO4)CC2)cc1	-32
CC(C)C(=O)Nc1cccc(NC(=O)CCN2C(=O)c3ccccc3S2(=O)=O)c1	3
CC(O)c1nc2ccccc2n1C1CCCCC1 (stereo unspecified)	21
CCOC(=O)Cc1csc(NC(=O)CSc2nnnn2-c2ccc(CC)cc2)n1	16
CCn1cc(C(=O)NC2CCCC2)c(=O)c2cc(S(=O)(=O)N3CCOCC3)ccc21	-5
COc1ccccc1C1C=C(c2ccc(Cl)cc2)Nc2nc(NS(C)(=O)=O)nn21 (stereo unspecified)	17
COc1ccc(/C=C(/C#N)c2cccnc2)cc1OC	-15
Cc1ccc2cc(C(c3nnnn3C3CCCC3)N3CCN(c4ccccc4)CC3)c(=O)[nH]c2c1 (stereo unspecified)	5
COc1ccc(CC(=O)Nc2c3c(nn2-c2cccc(C)c2C)CS(=O)(=O)C3)cc1	-58
CC(C)C(C(=O)Nc1cccnc1)N1C(=O)c2ccccc2C1=O (stereo unspecified)	-12
COCCCNC(=O)C1CCCN(C(=O)Nc2ccc(OC)cc2)C1 (stereo unspecified)	-1

Continuation:
SMILES	GBA enhancer
CC(=O)c1cc(C#N)c(SCC(=O)OC(C)(C)C)nc1C	6
O=C(c1cccc(OC(F)F)c1)N1CCN(c2ncccn2)CC1	2
Cc1nn(-c2ccccc2)c2c1C(=O)NC(=O)C(C)(C)C2	-3
FC(F)(F)c1cc(-c2ccccc2)nc(NCC2CCCO2)n1 (stereo unspecified)	-48
Cc1cc(C)n(-c2nc(C)nc(N)n2)n1	0

This is a subset; the hit share may differ from the screen's.
